TTR transcr act = TTR transcription activators in neuroblastoma reporter cells, primary screen, cell-based, luminescence, SH-SY5Y, TTR promoter Gaussia luciferase | 100% = recombinant luciferase protein wells | activation, % at 16.7 µM | hit rate 1.3% among 92,000 | AID 1117267, 2014;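 active means activation above the mean of all tested compounds plus 3 SD, cut at about 9.5% in these data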;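 further: cells exposed to compounds for one day before reading; 0% = median of all test compound wells on the plate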
An asterisk follows results filed as active. These rows are one share of the data; the hit share may differ from the screen's.

SMILES	TTR transcr act
Nc1nc2ccc(S(=O)(=O)N3CCCCC3)cc2s1	-2.3
Cc1ccc(/C(N)=N/OC(=O)Oc2ccccc2)cc1	-2.6
Cc1ccc(CNC(=O)CCCCn2c(=O)[nH]c3ccsc3c2=O)cc1	0.2
N#Cc1c(C(F)(F)F)cc(-c2cccs2)nc1N1CCCCC1	-1.8
C=CCNc1nc(-c2ccc(Cl)cc2)cs1	-4.7
CSc1nc(C)cc(SCC(=O)N/N=C/c2ccccc2)n1	0.3
COc1cccc(C2C(C(=O)OC(C)C)=C(C)N=c3s/c(=C\c4ccc(C(=O)O)cc4)c(=O)n32)c1 (stereo not drawn)	-0.2
COC(=O)CSCc1nc2ccccc2[nH]c1=O	0.2
CC(C)(CNC(=O)Cc1ccc(Br)cc1)N1CCOCC1	-1.2
O=C(O)CSC(C(=O)Nc1ccc(Br)cc1)c1ccc(Cl)cc1 (stereo not drawn)	0.0
COc1ccc(C(=O)c2sc3nc(-c4ccc(OC)cc4)ccc3c2N)cc1	3.5
COc1cc(/C=N/NC(=O)c2ccccc2O)ccc1OCC(=O)Nc1ccccc1	-2.4
CC1=C(C(=O)Nc2ccccn2)C(c2cn(C)nc2C)C2=C(CCCC2=O)N1 (stereo not drawn)	-0.5
CCS(=O)(=O)c1ccc(O)c(NC(=O)/C=C/c2ccc(Cl)cc2)c1	3.5
CC(=O)Nc1ccc(S(=O)(=O)N2CCN(c3ccccn3)CC2)cc1	-0.9
C=C(c1ccc(OCCO)cc1)c1ccc(OCCO)cc1	8.5
COc1ccc(CCNC(=O)CC(=O)N/N=C/c2ccc(C(=O)O)cc2)cc1OC	3.4
COc1ccc(N(CC(=O)NN=C2CCCCCCC2)S(=O)(=O)c2ccccc2)cc1	-0.5
Cc1ccc(C(=O)Nc2onc(C)c2C#N)cc1	4.7
COc1ccc(N2CCN(C(=S)Nc3ccc(C)cc3C)CC2)cc1	-0.8
CC1CCC2(CC1)SCC(=O)N2c1ccccc1 (stereo not drawn)	-2.6
Cc1ccc2c(c1)C(c1ccccc1)CC(=O)O2 (stereo not drawn)	2.1
CSC1=NS(=O)(=O)c2c(C)nn(C)c2S1	-0.8
Cc1onc(-c2c(Cl)cccc2Cl)c1C(=O)Nc1ccc(C(N)=O)cc1	0.1
Cc1nc(N)nc(N)c1-c1ccc([N+](=O)[O-])cc1	0.2
The listing continues.
SMILES	TTR transcr act
Cc1ccc(C)c(C(=O)CCC(=O)OCn2nnc3ccccc3c2=O)c1	7.7
O=C(NCc1cn(-c2ccccc2)nc1-c1ccccc1)c1cccc([N+](=O)[O-])c1	-0.1
CC1(C)C(=O)C2(CCCCC2)C(=O)OC1c1cccc([N+](=O)[O-])c1 (stereo not drawn)	1.3
CCc1ccccc1NC(=O)CN(C)S(=O)(=O)c1ccc2c(c1)c(=O)n(C)c(=O)n2C	-0.7
COc1ccc(S(=O)(=O)N2CCCCCC2)cc1C(=O)N(C)Cc1ccc(C(C)(C)C)cc1	1.4
COc1ccc(Oc2nc3ccccc3n(C)c2=O)cc1	0.4
Cc1onc(-c2c(Cl)cccc2Cl)c1C(=O)NN1CCCCCC1	-0.9
COc1ccccc1NS(=O)(=O)c1ccc2[nH]c(=O)[nH]c2c1	0.4
Cc1ccc(OCC(=O)N2c3ccccc3CC2C)c([N+](=O)[O-])n1 (stereo not drawn)	1.6
O/N=C/c1cn(-c2ccccc2)nc1-c1cccnc1	0.2
Cc1nc2c(=O)[nH]c3ccccc3c2o1	2.0
COc1ccc(CCNC(=O)Cc2ccc(OCc3ccccc3)c(OC)c2[N+](=O)[O-])cc1OCc1ccccc1	1.7
CCCC(=O)Nc1cc(C)c2c(=O)oc3ccccc3c2n1	-2.3
CC(=O)Nc1cccc(Nc2cnccn2)c1	0.7
C[C@H]1[C@H](NC(=O)c2cccc(Cl)c2)CC[C@@]23CCCN2C(=O)CCC[C@@H]13	7.5
Cc1ccc(CSc2nnc(SCC(=O)N/N=C/c3c[nH]c4ccccc34)s2)cc1	-3.7
COc1cc(C(=O)NC(C)C2CC3CCC2C3)cc(OC)c1OC (stereo not drawn)	-0.8
Cc1ccccc1N=C1NC(=O)/C(=C/c2cccnc2)S1	0.7
CCOC(=O)c1nnn2c1nc(SCC(C)=O)c1ccccc12	5.8
O=C(Nc1nc(-c2ccccc2)cs1)c1ccc2c(=O)n3c(nc2c1)CCCCC3	-5.6
Cn1ccc2c(-c3cncc4ccccc34)cc3c(c21)C1CCC3C1 (stereo not drawn)	-2.1
CCC1(C)Cc2ccccc2-c2nc3n(c(=O)c21)CCS3 (stereo not drawn)	0.2
COCCN(Cc1cc2ccc(C)cc2[nH]c1=O)S(=O)(=O)c1ccccc1	-2.5
O=C(OCn1nnc2ccccc2c1=O)C1COc2ccccc2O1 (stereo not drawn)	3.0
CN1C(=O)C2(OCCCO2)c2ccccc21	4.2
New compounds follow
SMILES	TTR transcr act
O=C(NC(N1CCCCCC1)C(Cl)(Cl)Cl)c1ccccc1Cl (stereo not drawn)	0.9
COc1ccc(CNC(=O)CCC(=O)Nc2cccnc2)cc1	-0.8
CN(C(=O)COC(=O)CNC(=O)C12CC3CC(CC(C3)C1)C2)c1ccccc1	-1.9
COc1cccc(N(CC(=O)NC(C)c2ccccc2)S(C)(=O)=O)c1 (stereo not drawn)	-0.3
Cc1cc(C)cc(NC(=S)NCCSc2ccc(Cl)cc2)c1	-0.5
COCNc1nc(OCC#N)nc(N(C)C)n1	2.2
Cc1cccc2cc(CN(Cc3ccco3)C(=O)Nc3cccc(C#N)c3)c(Cl)nc12	-1.1
CCn1c(SCC(=O)N/N=C/C(C)=C\c2ccco2)nnc1-c1ccccc1	1.0
COc1ccc(NS(=O)(=O)c2ccc(N)c(C(=O)O)c2)cc1	-0.8
Cc1c(OCC(=O)NCC2CCC(C(=O)O)CC2)ccc2c3c(c(=O)oc12)CCC3 (stereo not drawn)	1.5
COc1cc(C(=O)NCC(=O)N2CCN(S(=O)(=O)c3cc(C)ccc3C)CC2)cc(OC)c1OC	-0.7
Cc1cccn2c(=O)c3cc(S(=O)(=O)c4ccc(Br)cc4)c(=N)n(C4CCCC4)c3nc12	-0.6
Nc1nc(SCc2ccccc2)c2ncn(CCO)c2n1	0.7
COc1cc(Cl)c(C)cc1NC(=O)c1ccccc1NC(=O)CN1CCN(c2ccccn2)CC1	-0.6
CC(C)c1nnc(NC(=O)CCc2ccccc2)s1	0.5
CCOC(=O)C(=NCCCN(C)C)NNc1ccc(Br)cc1	-0.8
O=C(C[n+]1ccc(-c2nnc3n2CCCCC3)cc1)c1ccc(Cl)cc1	-1.4
COc1ccccc1NC(=O)CCCC(=O)OC(C)C(=O)c1ccccc1 (stereo not drawn)	0.9
Clc1ccc(-n2nnc(-c3cccnc3Cl)n2)cc1Cl	2.4
O=C(N/C=C/c1ccccc1)c1ccccc1	-0.1
CC(=O)OC1(C(C)=O)CCC2C3CC(C(F)(F)F)C4=CC(=O)CCC4(C)C3CCC21C (stereo not drawn)	0.2
COc1ccc(CCNC(=O)NC23CC4CC(CC(C4)C2)C3)cc1OC	-5.2
CC(C)(C)OC(=O)NCc1ccc(CNC(=O)c2[nH]cnc2C(=O)N[C@@H](Cc2ccccc2)C(=O)OC(C)(C)C)cc1	-1.8
Cc1ccc(S(=O)(=O)N2CCCC(C(=O)NCCC3=CCCCC3)C2)cc1 (stereo not drawn)	0.3
CC(=O)c1cccc(N(C(=O)c2ccccn2)C(C(=O)NC2CCCCC2)c2cccs2)c1 (stereo not drawn)	0.6

Part of the list above in another layout:
Structure | TTR transcr act
COc1ccc(NS(=O)(=O)c2ccc(N)c(C(=O)O)c2)cc1 | -0.8
CC(C)(C)OC(=O)NCc1ccc(CNC(=O)c2[nH]cnc2C(=O)N[C@@H](Cc2ccccc2)C(=O)OC(C)(C)C)cc1 | -1.8
COCNc1nc(OCC#N)nc(N(C)C)n1 | 2.2

The listing continues.
SMILES	TTR transcr act
CC1(C)C(C=C(Cl)Cl)C1C(=O)N1CCN(c2ccccc2)CC1 (stereo not drawn)	-1.8
CCCCOc1ccc(/C=N/NC(=O)c2nnn(-c3nonc3N)c2CN2CCCCCC2)cc1	3.2
CC(=O)N1CCC(C(=O)Nc2cc(C)cc(C)c2)CC1	-0.5
CC(=O)c1ccc(S(=O)(=O)N2CCC(NC(=O)Nc3cccc(F)c3)CC2)cc1	0.7
COc1ccc2cc3cc(C(=O)NCc4ccc5c(c4)OCO5)oc3nc2c1	-3.4
O=C(c1ccco1)N1CCN(C(=O)c2cn(-c3ccccc3)nc2-c2ccccc2)CC1	-0.6
COc1cc(/C=C(\C#N)C(=O)NC(C)C)cc(Cl)c1O	-0.2
Cn1c(N)c(C(=O)CSc2nnc(C3CC3)n2-c2ccccc2)c(=O)n(C)c1=O	-0.6
Cc1[nH]c2ccccc2c1/C=N/NC(=O)CNC(=O)c1cccs1	-1.7
CC(C)(C)c1ccc(C(=O)N2CCC(=O)N([C@H](COCc3ccccc3)Cc3ccccc3)CC2)cc1	-3.5
CC(C)(C)c1cc(NC(=O)CSc2nncs2)n(-c2ccccc2)n1	0.9
COC(=O)c1n[nH]n(-c2ccc(F)c(Cl)c2)c1=O	0.9
COC(=O)[C@]1(C)N[C@H](CN(C)C(=O)NC(C)C)[C@@H]2C(=O)N(Cc3ccccc3)C(=O)[C@@H]21	0.0
CCOC(=O)N1CCc2c(sc3c2c(=O)n(Cc2ccccc2)c(=O)n3CC(=O)NCCOC)C1	0.3
COC(=O)c1cn(NC(=O)C2COc3ccccc3O2)c(=O)c2ccccc12 (stereo not drawn)	-0.8
CCC(C)(C)NC(=O)C(c1cccc(OC)c1)N(C(=O)CNC(=O)c1cccs1)c1cccnc1 (stereo not drawn)	-2.3
CNC(=O)c1cc2cc(OC)ccc2oc1=N	-0.6
Cc1nc(Sc2ccccc2)c(C#N)c(C)c1[N+](=O)[O-]	2.7
Cc1ccc(C(C)NC(=O)c2c(C)noc2C)cc1C (stereo not drawn)	-0.8
COc1ccc(-c2noc(CCC(=O)Nc3cccnc3)n2)cc1OC	-1.9
CC(C)(C)OC(=O)C[C@H]1C/C=C\C[C@@H](CC(=O)N[C@H](CO)Cc2ccccc2)C(=O)NCCOC1=O	3.0
CCOC(=O)Cc1cn(C(=O)OC(C)(C)C)c2ccccc12	0.0
CC(C)C(=O)Nc1cc2c3c(c1)CCN3C(=O)CC2	0.1
CSc1ncnc2c1ncn2CCCN1CCN(Cc2c(C)cc(C)cc2C)CC1	-1.9
COc1ccc(-n2cc(C(=O)O)c(=O)cc2C)cc1	3.0
Additional records.
SMILES	TTR transcr act
CCOc1ccc(CN2C(=O)c3ccccc3C2C(=O)NCc2cccnc2)cc1 (stereo not drawn)	-1.5
CCC(C)NC(=O)CNC(=O)c1nn(-c2ccc(OC)c(Cl)c2)c(=O)c2ccccc12 (stereo not drawn)	-0.9
COc1ccc(-n2cc(CN(C)C3CCOCC3)c(-c3cccc(F)c3)n2)cc1	4.4
Cc1cccc(OCCOC(=O)CN2C(=O)NC3(CCCC3)C2=O)c1	0.1
CN(C)CCCNC(=O)C[C@H]1C[C@H](C(=O)N2CCCCC2)[C@@]2(C)c3[nH]c4ccc(Cl)cc4c3CCN2C1=O	1.4
COc1ccc(-c2csc(C(O)c3ccc(F)c(F)c3)n2)cc1 (stereo not drawn)	0.7
COc1cccc(CN2CCN(S(=O)(=O)c3ccccc3)CC2)c1OC	8.1
NC(=O)c1c(NC(=O)CSc2nnc(Cc3ccccc3)n2Cc2ccco2)sc2c1CCC2	2.5
CCn1nc(C)c([N+](=O)[O-])c1C(=O)NNC(=O)c1ccc(Cl)cc1	-0.7
Oc1ccc(C[C@@H]2CNCCN2CC2(c3ccccc3)CC2)cc1	-1.9
Fc1cccc(-n2c(-c3ccco3)nc3nc4ccccc4nc32)c1	-0.7
O=C(NCc1ccccc1)C1C(c2ccc3c(c2)OCO3)=Nc2ccccc2N1C(=O)c1ccccc1 (stereo not drawn)	4.3
O=S(=O)(Oc1ccc(C(=S)N2CCOCC2)cc1)c1ccc(Cl)cc1	-0.8
O=C(Nc1ccccc1)N1CCN(Cc2ccc3c(c2)OCO3)CC1	0.8
COc1cc2c(cc1OC)C(COc1ccc(F)cc1)N(C(=O)c1ccco1)CC2 (stereo not drawn)	-1.8
Cc1cccc(N=O)n1	1.7
COC(=O)C[C@@H]1CC[C@H](NS(=O)(=O)c2ccccc2F)[C@@H](CO)O1	-1.1
CCOC(=O)CSc1nnc(CNC(=O)c2ccc(OC)cc2)n1C1CCCCC1	1.4
CN=C1SC(CC(=O)Nc2ccccc2F)C(=O)N1C (stereo not drawn)	0.9
CCCN(CCO)CCCc1ccccc1	-0.3
COCCCNC(=O)/C=C/c1ccc(Cl)cc1Cl	0.3
COCCn1c(C)cc(C(=O)CSc2nc3ccccc3o2)c1C	-1.8
Cc1cccc(-c2nc(C)cc(=O)[nH]2)c1	0.1
O=C(CSc1nncn1-c1ccccc1)Nc1cccc(S(=O)(=O)N2CCCCC2)c1	5.4
O=C(O)c1cc([N+](=O)[O-])ccc1NCc1ccccn1	-4.8

Of the compounds above, 14 contain an aryl thioether with sulfur outside any ring.
SMILES	TTR transcr act
CSc1nc(C)cc(SCC(=O)N/N=C/c2ccccc2)n1	0.3
Cc1ccc(CSc2nnc(SCC(=O)N/N=C/c3c[nH]c4ccccc34)s2)cc1	-3.7
CCOC(=O)c1nnn2c1nc(SCC(C)=O)c1ccccc12	5.8
Cc1cc(C)cc(NC(=S)NCCSc2ccc(Cl)cc2)c1	-0.5
CCn1c(SCC(=O)N/N=C/C(C)=C\c2ccco2)nnc1-c1ccccc1	1.0
Nc1nc(SCc2ccccc2)c2ncn(CCO)c2n1	0.7
Cn1c(N)c(C(=O)CSc2nnc(C3CC3)n2-c2ccccc2)c(=O)n(C)c1=O	-0.6
CC(C)(C)c1cc(NC(=O)CSc2nncs2)n(-c2ccccc2)n1	0.9
Cc1nc(Sc2ccccc2)c(C#N)c(C)c1[N+](=O)[O-]	2.7
CSc1ncnc2c1ncn2CCCN1CCN(Cc2c(C)cc(C)cc2C)CC1	-1.9
NC(=O)c1c(NC(=O)CSc2nnc(Cc3ccccc3)n2Cc2ccco2)sc2c1CCC2	2.5
CCOC(=O)CSc1nnc(CNC(=O)c2ccc(OC)cc2)n1C1CCCCC1	1.4
COCCn1c(C)cc(C(=O)CSc2nc3ccccc3o2)c1C	-1.8
O=C(CSc1nncn1-c1ccccc1)Nc1cccc(S(=O)(=O)N2CCCCC2)c1	5.4
